# All columns: NCI-60 one-dose screen, growth in % after 48 h at 10 µM unless noted; 100 = growth as untreated, 0 = no growth, -100 = all killed.
# UACC-62: UACC-62 melanoma. AID 1794756. actives 5.4% (n = 81,000)
# SK-MEL-5: SK-MEL-5 melanoma. actives 6.4% (n = 80,000). AID 1794755
# MALME-3M: MALME-3M melanoma; AID 1794766; actives 5.8% (n = 78,000)
# UACC-257: UACC-257 melanoma | actives 4.4% (n = 78,000) | AID 1794764
# MDA-MB-435: MDA-MB-435 melanoma; actives 7.8% (n = 82,000); AID 1794794
# SK-MEL-2: SK-MEL-2 melanoma; actives 4.7% (n = 77,000); AID 1794763
# SK-MEL-28: SK-MEL-28 melanoma | actives 4.1% (n = 81,000)
# LOX IMVI: LOX IMVI melanoma; AID 1794757; actives 7.4% (n = 79,000)
# * hit, by the source's call; . = not tested or not shown; & = joins results of further samples. Rule for the calls: active = growth percent below 10; inactive = the rest.
SMILES,UACC-62,SK-MEL-5,MALME-3M,UACC-257,MDA-MB-435,SK-MEL-2,SK-MEL-28,LOX IMVI
COc1ccc(Cn2cc(C(=O)Nc3cccnc3Nc3ccc(F)cc3)nn2)cc1,97,92,102,114,111,130,120,101
N#CCCNCCC#N,108,112,91,108,96,99,111,99
COC(=O)[C@@]1(C)CC[C@]2(C)CC[C@]3(C)[C@@H](NC(=O)C[C@@H]4[C@@]5(C)CCC(=O)NC(C)(C)[C@@H]5CC[C@]43C)[C@@H]2C1,81,84,105,90,94,94,97,92
CC(O)c1ncc(/C=C2\SC(=S)N(CCC(=O)O)C2=O)s1 (configuration not stated),105,104,106,95,99,90,107,94
CC(C)(C)N1CCC1CN (configuration not stated),112,136,147,-6.5*,104,72,105,109
C[N+]1(CC[N+]2(C)CC3CCCCC3C2)CCCCC1 (configuration not stated),102,105,97,90,109,72,104,93
CC(=O)CC(=O)CC(=O)c1ccccc1,105,101,101,91,105,103,112,103
COc1cc2c(cc1-c1c(C)noc1C)ncc1nc(C3CCC(F)(F)CC3)n([C@@H](C)COC(F)F)c12,20,.,76,36,36,71,47,11
COc1cc(C2CC(c3ccccc3)=NN2C=O)ccc1Oc1ccnc2cc(Cl)ccc12 (configuration not stated),54,1.2*,53,32,36,82,76,57
CCN1CCN(/C(=N\c2sc(-c3ccccc3)nc2-c2ccccc2)c2ccc(C)cc2)CC1,103,101,110,110,101,104,101,111
COc1ccc(-c2ccnc3c(C#N)c(SC)nn23)cc1OC,92,93,74,100,92,119,101,93
COc1ccc(C2CC(=O)c3ccccc3N2)cc1 (configuration not stated),88,90,72,81,103,95,98,94

# Another view of two compounds above:
molecule | UACC-62 | SK-MEL-5 | MALME-3M | UACC-257 | MDA-MB-435 | SK-MEL-2 | SK-MEL-28 | LOX IMVI
C[N+]1(CC[N+]2(C)CC3CCCCC3C2)CCCCC1 (configuration not stated) | 102 | 105 | 97 | 90 | 109 | 72 | 104 | 93
COc1ccc(-c2ccnc3c(C#N)c(SC)nn23)cc1OC | 92 | 93 | 74 | 100 | 92 | 119 | 101 | 93

# Back to the main list, repeating the 4 entries before the break.
SMILES,UACC-62,SK-MEL-5,MALME-3M,UACC-257,MDA-MB-435,SK-MEL-2,SK-MEL-28,LOX IMVI
COc1cc(C2CC(c3ccccc3)=NN2C=O)ccc1Oc1ccnc2cc(Cl)ccc12 (configuration not stated),54,1.2*,53,32,36,82,76,57
CCN1CCN(/C(=N\c2sc(-c3ccccc3)nc2-c2ccccc2)c2ccc(C)cc2)CC1,103,101,110,110,101,104,101,111
COc1ccc(-c2ccnc3c(C#N)c(SC)nn23)cc1OC,92,93,74,100,92,119,101,93
COc1ccc(C2CC(=O)c3ccccc3N2)cc1 (configuration not stated),88,90,72,81,103,95,98,94
c1ccc(-c2c(-c3ccccc3)[n+](Cc3ccc4ccccc4c3)c(-c3cccc4ccccc34)n2Cc2ccc3ccccc3c2)cc1,-65*,-98*,-88*,-42*,-59*,-78*,-72*,-99*
CC1=CC(c2ccc(Cl)cc2)N2N=C(C)SC2=N1 (configuration not stated),100,105,.,100,100,111,103,105
Cc1nc2sc(C(=O)Nc3ccccc3Cl)c(N)c2cc1C(C)O (configuration not stated),68,81,89,86,5.1*,75,85,74
Cc1nn(-c2ccccc2)c(N2CCOCC2)c1/C=N/NC(=O)Cn1c(=O)sc2ccccc21,102,101,101,102,99,99,106,96
c1c2c(cc3c1OCO3)Cc1cc3c(cc1Cc1cc4c(cc1C2)OCO4)OCO3,108,108,116,85,105,115,103,96
N#CCN1C(=O)C2C3=C(CCCC3)SC2N=C1CN1CCCC1 (configuration not stated),84,98,111,97,105,84,120,98
COc1ccc(-c2cc(-c3cccc(Cl)c3)c(C#N)c(=O)[nH]2)c(OC)c1,91,94,94,102,87,105,92,101
CC(C)(C)c1ccncc1,92,100,114,100,112,101,110,96
CCN(CC)CCCC(C)Nc1c2ccc(Cl)cc2nc2cc(OC)c(OC)cc12 (configuration not stated),-38*,45,-74*,47,-82*,48,-75*,-53*
Nc1nccnc1Cl,111,106,109,94,113,103,113,99
CCN(C(=S)Nc1ccccc1)c1ccccc1,84,104,104,98,108,96,98,99
COc1ccc(C(=O)COc2ccc(/C=C3\CCc4ccccc4C3=O)cc2)cc1,82,81,119,96,101,63,115,83

# 4 structures from above, arranged by SMILES length, lowest first:
SMILES,UACC-62,SK-MEL-5,MALME-3M,UACC-257,MDA-MB-435,SK-MEL-2,SK-MEL-28,LOX IMVI
CC(C)(C)c1ccncc1,92,100,114,100,112,101,110,96
CCN(C(=S)Nc1ccccc1)c1ccccc1,84,104,104,98,108,96,98,99
COc1ccc(-c2cc(-c3cccc(Cl)c3)c(C#N)c(=O)[nH]2)c(OC)c1,91,94,94,102,87,105,92,101
c1ccc(-c2c(-c3ccccc3)[n+](Cc3ccc4ccccc4c3)c(-c3cccc4ccccc34)n2Cc2ccc3ccccc3c2)cc1,-65*,-98*,-88*,-42*,-59*,-78*,-72*,-99*

# (more compounds)
SMILES,UACC-62,SK-MEL-5,MALME-3M,UACC-257,MDA-MB-435,SK-MEL-2,SK-MEL-28,LOX IMVI
O=C(O)c1ccc(NCn2nc(-c3cc(-c4ccccc4)nc4ccccc34)n(-c3ccccc3)c2=S)cc1,89,98,103,99,99,122,104,104
O=c1c(-c2n[nH]c(=S)o2)cnc2nc[nH]n12,98,110,100,109,103,100,103,108
COc1ccc(OC)c(NC(=O)CCCC(=O)CC(=O)c2cccnc2)c1,104,105,.,102,108,109,110,97
CC1CCCc2c1nc1ncnc(N)c1c2-c1ccc(Cl)cc1 (configuration not stated),86,100,112,111,117,106,103,94
CCOC(=O)c1c(C)nc2[nH]n(-c3ccccc3)c(=O)c2c1-c1ccc(Cl)cc1Cl,80,95,98,101,96,107,103,.
CCN1[C@@H]2CC[C@H]1/C(=C\c1ccc(Cl)cc1)C(=O)/C2=C/c1ccc(Cl)cc1,54,79,76,67,79,74,92,73
Cc1ccc(N(N)C(N)=O)cc1,.,105,99,.,99,107,103,95
CCCCC(=O)c1ccc(OC)cc1,111,96,94,91,99,.,111,102
O=C(/C=C/c1ccccc1)c1cccc(N=Cc2c(O)ccc3ccccc23)c1,97,105,101,102,99,105,106,99
Cc1c(C)c2c(c(C)c1NC(=O)CCCCCCC(=O)NO)CCC(C)(CCCC(C)CCCC(C)CCCC(C)C)O2 (configuration not stated),32,54,.,109,77,77,101,.
C=C(C)[C@@H]1CC[C@]2(CN)CC[C@]3(C)[C@H](CC[C@@H]4[C@@]5(C)CCCNC(C)(C)[C@@H]5CC[C@]43C)[C@@H]12,29,-9.7*,-71*,46,-96*,6.7*,-28*,-98*
O=c1[nH]c(N2CCc3ccccc3C2)nc2sc3c(c12)CCCC3,105,105,98,.,91,94,109,97
O=C(O)COc1cc([N+](=O)[O-])c(Cl)cc1Cl,99,98,92,106,106,98,105,89
Cc1ccc(-c2cn(CC(=O)Nc3ccc4c(ccn4Cc4ccccc4)c3)nn2)cc1,99,95,106,97,112,120,105,103
CN1CCN(c2ccc(/C=N/NC(=O)c3cnc4n(c3=O)CCCCC4)cc2)CC1,98,99,104,95,101,109,105,98
O=C1c2ccccc2C(=O)N1Cc1cc(Br)ccc1O,100,95,86,94,117,114,101,98
O=C(COc1ccccn1)Nc1cc(O)c2c(=O)cc(-c3ccccc3)oc2c1,79,87,118,112,95,113,105,102
COc1cc2ncnc(Nc3cc(C)[nH]n3)c2cc1OC,98,109,98,96,102,110,98,113
CCC12C=C(c3ccccc3)C(C3C(=O)N(c4ccccc4)C(=O)C31)C1C(=O)N(c3ccccc3)C(=O)C12 (configuration not stated),71,92,101,74,93,94,96,87
COc1ccc(C/C(C)=C(\c2ccc(O)cc2)c2ccc(OCCCN(C)C)cc2)cc1,108,98,97,92,101,88,112,89
N[C@@H](Cc1c[nH]c2ccccc12)C(=O)O,.,104,104,111,104,115,127,101
CSc1nn2c(=O)c3c4c(sc3nc2n1-c1ccc(Cl)cc1)CN(C)CC4,104,105,99,.,100,86,110,99
O=C(CSc1nc2sc3c(c2c(=O)n1-c1ccccc1)CCCCC3)N/N=C/c1ccc(F)cc1,83,51,11,75,70,92,49,37
Nc1ncc(-c2ccc(C(=O)N3CCC(O)CC3)cc2)nc1-c1ccc(C(F)(F)F)cc1,117,106,125,122,107,129,124,107
CCCCCCNC(=O)Oc1ccc(/C(=C(\C)c2ccc(OC)cc2)c2ccc(OCCN(C)C)cc2)cc1,89,70,1.4*,9.8*,88,100,76,-48*
CCCCC(CCCCCC(CCCC)C1NC(C)Cc2cc(OC)c(OC)cc21)C1NC(C)Cc2cc(OC)c(OC)cc21 (configuration not stated),-70*,-96*,-73*,-81*,-73*,-82*,-98*,-99*
COc1cc(NC(=O)CSc2nc3ccc(C)cc3c(=O)n2-c2ccccc2)cc(OC)c1OC,78,78,91,83,47,87,84,76
C=C(Cl)/C=N/C(=O)NC(O)C(=C)Cl (configuration not stated),97,103,105,105,104,90,89,94
Nc1c[nH]ccc1=O,104,100,97,90,110,97,108,103
O=C(CN1CCNCC1)N1CCOCC1,106,110,96,109,109,.,115,98
COc1ccc(-c2nocc2-c2ccccc2)cc1,93,100,105,91,51,100,103,93
COc1ccc2c(c1)c(CC(=O)Nc1ccc(OC)c(C(N)=O)c1O)c(C)n2C(=O)c1ccc(Cl)cc1,88,98,112,92,102,101,105,96
C=C(C)[C@@H]1CC[C@]2(C(=O)OCCOCCOCC[P+](c3ccccc3)(c3ccccc3)c3ccccc3)CC[C@]3(C)[C@H](CC[C@@H]4[C@@]5(C)CC[C@H](OC(=O)C(Cl)Cl)C(C)(C)[C@@H]5CC[C@]43C)[C@@H]12,-39*,-99*,-83*,-28*,-62*,-45*,-44*,-91*
O=C(NCc1ccccc1)C(=O)C(Cc1ccccc1)NC(=O)c1cc(O)c(O)c(O)c1 (configuration not stated),100,101,104,111,108,109,104,.
Cc1cc(C)cc(Oc2ccc(Nc3ncnc4onc(-c5ccccc5)c34)cc2)c1,84,93,108,99,101,106,102,102
CCN(CC)CCC(CNc1ccnc2cc(Cl)ccc12)c1ccc(OC)cc1 (configuration not stated),52&45,30&38,-66*,-74*,-30*,62&101,-55*,32&40
Nc1nn(C(=O)c2ccncc2)cc1-c1ccc(Cl)cc1,104,104,92,104,104,122,121,83
Nc1nn2c(-c3cc4ccccc4oc3=O)ccnc2c1N=Nc1ccc(Cl)cc1,109,104,105,123,115,111,117,97
COc1ccc(-c2ccnc3c2c(-c2ccc(Cl)cc2)nn3-c2ccccc2)cc1,84,98,100,95,95,106,97,97
COc1cc(-c2csc(NC(=O)Nc3ccc(Cl)c(C(F)(F)F)c3)n2)cc(OC)c1OC,1.6*,-80*,-28*,.,-7.7*,-14*,15,-19*
CCCCNC(=O)NS(=O)(=O)c1ccc(N2N=C(c3ccc(C)cc3C)CC2c2ccccc2Cl)cc1 (configuration not stated),96,87,83,.,91,75,79,82
O=C(CCC(=O)N(CCO)CCO)N(CCO)CCO,109,114,103,101,109,102,106,101
CCCCCCCCCCCCCCCC(=O)OC[C@H](CSC[C@H](NC(C)=O)C(=O)N[C@@H](CO)C(=O)OC)OC(=O)CCCCCCCCCCCCCCC,100,102,111,104,103,92,110,92
CC(=O)SC(C(=O)O)(c1ccccc1)c1ccccc1,106,105,98,103,100,98,96,111
CCOCCC(CC)CC(C)C (configuration not stated),84,102,103,89,104,108,117,104
COc1ncc(-c2ccc3nc(N)n(-c4ccccc4C(F)(F)F)c(=O)c3c2)cc1S(=O)(=O)Nc1ccc(F)cc1F,69,-49*,76,83,31,29,54,-52*
CCN(CC)CCNc1ccc([N+](=O)[O-])c2sc3cc(Cl)ccc3c(=O)c12,31,62,-9.6*,72,73,82,-47*,19
COCCOC(=O)C1=C(C)NC(C)=C(C(=O)OCCOC)C1c1cccc(C#N)c1,100,101,104,102,105,104,107,99
C=C=COc1cccc(/C(N)=N/C(N)=N/c2nc3ccccc3s2)c1,94,99,93,104,78,104,64,38
C=CCOC(=O)/C=C\c1ccccc1OC,107,101,97,104,103,109,104,100
S=C(NC1CCCCC1)NN1CCCCCC1,95,102,.,103,.,100,108,96
FC(F)(F)c1cc(Br)ccc1Br,118,112,98,101,111,107,108,105
O=S(=O)(NCCNc1nccc(-c2c(-c3cccc(O)c3)nc3occn23)n1)c1ccccc1,8.2*,34,2.3*,18,28,61,34,54
Cc1nc(N)nc2c1CCC(Nc1ccccc1)S2 (configuration not stated),108,99,96,101,101,102,114,97
CC(=O)CCn1c(=S)sc2ccccc21,94,102,96,107,107,105,111,92
CC(NC(=O)SCc1ccccc1)C(=O)O (configuration not stated),108,98,101,107,99,109,105,94
COc1ccc(-c2cc(-c3ccc(OC)cc3)n(-c3ccc(-c4nnc(NCc5ccccc5)o4)cc3)n2)cc1,82,89,104,101,101,.,98,92
N=C(N)c1ccc(C(=O)Nc2ccc(Cl)cc2)cc1,87,97,115,96,102,97,94,104
C[n+]1c(/C=C/c2c[nH]c3ccccc23)ccc2ccccc21,54,59,69,77,60,84,85,61
CC1CCCCN1CCCOc1cc([N+](=O)[O-])ccc1C#N (configuration not stated),86,94,102,87,90,98,107,100
# (next part)
SMILES,UACC-62,SK-MEL-5,MALME-3M,UACC-257,MDA-MB-435,SK-MEL-2,SK-MEL-28,LOX IMVI
CCC(=O)N1CCN(c2ccc(NC(=O)COc3ccc(Cl)c(C)c3)cc2)CC1,82,.,95,100,92,105,109,93
NS(=O)(=O)c1cccc(C(=O)Nc2ccc(F)cc2)c1,96,97,100,95,99,108,104,96
Cc1ccc(Cc2cnc(NC(=O)C3COc4ccccc4O3)s2)cc1 (configuration not stated),71,91,76,90,23,87,85,92
CN(CCC(=O)c1ccc(Cl)cc1)Cc1ccccc1,105,97,117,109,104,117,109,101
CCOC(=O)/C(C#N)=C/c1ccc(C)o1,103,.,113,101,115,.,109,.

# Screening results as filed in PubChem BioAssay.
